Screening results: PubChem BioAssay, several laboratories
PrPC surface inh – reduces human prion protein on the cell surface; P04156; inhibition, % at 13.8 µM; 370,000 compounds, 0.43% hits; cell surface PrPC, TR-FRET read-out; in the data active = inhibition above about 24%; note: 0% = median of the test wells and 100% = reference compound wells
MazEF act – activators of E. coli MazEF toxin-antitoxin RNase | activation, % at 20 µM | FAM/BHQ RNA-DNA oligo cleavage fluorescence, 5 h | 350,000 compounds, 0.32% hits; in the data active = activation above about 50%
Target sequence (P0AE70 whole entry, looked up): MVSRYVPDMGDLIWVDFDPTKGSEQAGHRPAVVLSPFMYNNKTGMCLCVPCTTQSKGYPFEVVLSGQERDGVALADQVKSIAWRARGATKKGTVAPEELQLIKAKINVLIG
Anthrax LF prot – anthrax lethal factor protease inhibition. 360,000 compounds, 0.12% hits. inhibition, % at 10 µM. multiplex microsphere protease cleavage assay, LF. P15917; note: plate controls were buffer without enzyme for full effect and enzyme alone for no effect
Target sequence (P15917 whole entry, looked up): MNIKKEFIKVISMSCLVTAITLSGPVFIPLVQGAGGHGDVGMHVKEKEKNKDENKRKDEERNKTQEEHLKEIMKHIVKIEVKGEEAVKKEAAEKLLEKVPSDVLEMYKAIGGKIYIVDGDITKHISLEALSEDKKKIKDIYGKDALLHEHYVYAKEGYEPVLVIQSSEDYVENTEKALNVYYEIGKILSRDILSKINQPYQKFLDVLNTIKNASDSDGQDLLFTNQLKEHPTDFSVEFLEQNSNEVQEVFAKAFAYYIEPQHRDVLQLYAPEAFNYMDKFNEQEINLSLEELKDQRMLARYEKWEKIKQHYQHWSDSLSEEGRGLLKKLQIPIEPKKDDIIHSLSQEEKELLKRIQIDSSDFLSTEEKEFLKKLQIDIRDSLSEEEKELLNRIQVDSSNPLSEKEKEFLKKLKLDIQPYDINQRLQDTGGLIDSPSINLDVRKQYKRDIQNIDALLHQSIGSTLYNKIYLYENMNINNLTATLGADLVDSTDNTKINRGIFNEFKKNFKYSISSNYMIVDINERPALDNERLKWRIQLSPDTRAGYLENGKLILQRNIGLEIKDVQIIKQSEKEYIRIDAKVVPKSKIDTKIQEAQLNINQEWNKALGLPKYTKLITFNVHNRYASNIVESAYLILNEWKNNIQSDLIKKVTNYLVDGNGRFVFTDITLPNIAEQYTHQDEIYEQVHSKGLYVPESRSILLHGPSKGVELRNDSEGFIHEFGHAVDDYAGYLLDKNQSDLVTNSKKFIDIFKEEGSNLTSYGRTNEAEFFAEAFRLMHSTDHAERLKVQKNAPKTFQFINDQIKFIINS
BoNT-A LC inh2 – blocks Botulinum neurotoxin A light chain protease. multiplex microsphere protease substrate cleavage, flow cytometry. inhibition, % at 10 µM. 360,000 compounds, 0.17% hits; note: plate controls were buffer without enzyme for full effect and enzyme alone for no effect
Rv3671c inh – inhibitors of M. tuberculosis serine protease Rv3671c; P9WHR9; inhibition, % at 5.96 µM; 320,000 compounds, 0.048% hits; AID 2606; in the data active = inhibition above about 38%;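 note: extracellular domain of Rv3671c used as enzyme; 0% = enzyme with DMSO and 100% = no enzyme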
SSB-PriA inh – blocks PriA binding to SSB C-terminal tail. AlphaScreen SSBct-PriA binding, biotinylated peptide. inhibition, % at 33 µM. 430,000 compounds, 0.6% hits; in the data active = inhibition mostly above about 37%, no sharp cut-off; inactive = mostly below about 20%;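 note: plate controls were negative control peptide for no effect and reference peptide for full effect; strong numbers were not always called active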
VHR inh abs – DUSP3 (human) phosphatase inhibition. inhibition, % at 13.3 µM. 290,000 compounds, 0.52% hits. recombinant VHR phosphatase, pNPP absorbance; in the data active = inhibition above about 50%; note: some compounds called inactive have numbers as strong as hits
Target sequence (P51452 whole entry, looked up): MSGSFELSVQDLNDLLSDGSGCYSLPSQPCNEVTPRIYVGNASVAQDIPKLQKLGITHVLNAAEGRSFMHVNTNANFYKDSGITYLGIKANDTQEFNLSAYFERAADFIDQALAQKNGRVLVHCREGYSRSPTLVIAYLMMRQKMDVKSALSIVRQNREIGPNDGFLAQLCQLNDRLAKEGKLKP
BoNT F protease – blocks Botulinum neurotoxin F light chain protease; Multiplex microsphere protease cleavage assay, flow cytometry; inhibition, % at 10 µM; 360,000 compounds, 0.22% hits; in the data active = inhibition above about 35%, passing the limit was not always enough; inconclusive = no clear call, values can overlap the other calls; note: plate controls were buffer without enzyme for full effect and enzyme alone for no effect
SARS 3CLpro inh – SARS-CoV 3CLpro protease inhibition | recombinant SARS-CoV 3CLpro, quenched FRET peptide cleavage | inhibition, % at 6 µM | 290,000 compounds, 0.14% hits | AID 1706; in the data active = inhibition above about 12%
CCHFV vOTU inh – CCHFV vOTU protease inhibition. Pep-AMC fluorescence. inhibition, % at 11.5 µM. 370,000 compounds, 0.55% hits. AID 651958; in the data active = inhibition above about 30%; note: 0% = vehicle wells with enzyme and 100% = no enzyme wells
Active calls of the source: *; ? = inconclusive; nt = no result given; & = joins results of further samples. Cut-off read from the data, not from the text of the source, unless noted: active = inhibition above about 30%; inconclusive = no clear call, values can overlap the other calls; inactive = below that.

Start of the listing, in advance (two entries):
SMILES	PrPC surface inh	MazEF act	Anthrax LF prot	BoNT-A LC inh2	Rv3671c inh	SSB-PriA inh	VHR inh abs	BoNT F protease	SARS 3CLpro inh	CCHFV vOTU inh
CCN(CC)CCNC(=O)c1ccc(Cl)c(S(=O)(=O)Nc2ccc(Cl)cc2)c1	4&1	-2&8	5&0	-0.2&-0.2	-7	7	12	8&25	-2	-6&3
O=C1CC(=O)C(n2cncn2)C(c2cccc(Cl)c2)C1 (centres undefined)	-1	-10	-1	3.7	7	-17	12	8	1	-4

The listing (from the top)
SMILES	PrPC surface inh	MazEF act	Anthrax LF prot	BoNT-A LC inh2	Rv3671c inh	SSB-PriA inh	VHR inh abs	BoNT F protease	SARS 3CLpro inh	CCHFV vOTU inh
CCN(CC)CCNC(=O)c1ccc(Cl)c(S(=O)(=O)Nc2ccc(Cl)cc2)c1	4&1	-2&8	5&0	-0.2&-0.2	-7	7	12	8&25	-2	-6&3
O=C1CC(=O)C(n2cncn2)C(c2cccc(Cl)c2)C1 (centres undefined)	-1	-10	-1	3.7	7	-17	12	8	1	-4
Cc1ccc2nc(NC(=O)C3CCN(c4ncnc5sc(C)c(C)c45)CC3)sc2c1	nt	-20	6	0.1	-1	-7	30	2	6	nt
O=C(CN1CCN(c2ccc(F)cc2)CC1)Nc1ccc2c(c1)OCCO2	4	13	3	-0.2	-1	-3	6	0	3	-1
O=S(=O)(Cc1ccc(Cl)cc1)c1ccccc1-c1nnc(-c2ccccc2)o1	-2	-2	2	0.4	0	-7	20	2	-1	2
Cc1nn(C(C)C(=O)O)c(=O)c2c1sc1ccccc12 (centres undefined)	45*	4	-6	-0.5	4	-6	8	5	-4	-6
COc1ccc(NC(=O)c2ccco2)cc1NC(=O)c1c(F)c(F)c(OC)c(F)c1F	-3	10	0	0.1	0	-15	6	0	-3	1
COc1ccc(OCC(O)CNC(C)c2ccccc2)cc1 (centres undefined)	-5	7	-5	0.7	5	-7	-6	-25	-4	-16
COc1ccc(-n2nc3c(c2NC(=O)COc2ccccc2)CS(=O)(=O)C3)cc1	-2	4	1	1.2	-3	-8	11	5	2	10
Cc1ccc(SCc2ccc(C(=O)Nc3cccc([N+](=O)[O-])c3C)cc2)cc1	-4	-5	5	-0.5	-11	-3	31	-2	0	-2
CCOCCCn1c(SCc2nc3sc(C(=O)O)c(C)c3c(=O)[nH]2)nnc1-c1ccc(Cl)cc1	2	-8	-5	0.1	-5	-2	19	6	-8	-1
Cc1nn(C)c(C(=O)NNC(=O)NC2CCCCC2)c1Cl	5	-10	-2	0.2	nt	1	4	2	1	-10
CCOc1cc(NC(=S)NCc2ccco2)c(OCC)cc1NC(=O)c1ccco1	-4	3	-7	-1.2	1	13	21	-6	-1	-2
Cc1ccc(NC(=O)CN2C(=O)S/C(=C\c3cccn3C)C2=O)cc1	5	1	-5	1.4	-3	-6	23	-4	-10	-1
COc1ccc(C(C)=O)cc1COC(=O)CSC(C)C(=O)Nc1cc(C)on1 (centres undefined)	-1	0	0	5.9	1	-3	nt	0	nt	1
COc1ccc(NS(=O)(=O)c2ccc(NS(=O)(=O)c3ccc(SC)cc3)cc2)c(OC)c1	3	1	-5	0.5	-14	-32	7	2	0	7
O=C(O)c1ccc(Oc2ccc(S(=O)(=O)c3ccc(C(=O)O)c(C(=O)O)c3)cc2)cc1	-6	-7	8	1.1	nt	-13	-4	?	5	-9
COc1ccc(Cl)cc1C(=O)N1CCN(Cc2ccc3c(c2)OCO3)CC1	-6	6	-3	-3.8	5	5	9	2	3	-9
OCCN(CC#CC(O)(c1ccccc1)c1ccccc1)CCO	4	3	1	-1.1	1	-1	5	?	-1	-8
CCCn1c2ccccc2c2cnn(CC(=O)NCCOC)c(=O)c21	0	3	-1	4.7	nt	4	36	26	-8	-19
C[C@@]12CCC=C[C@H]1[C@H](c1ccc(C(F)(F)F)cc1)N(Cc1ccccc1)C2=O	5	8	-5	0.0	-2	4	22	-3	nt	4
CC1CCCCN1S(=O)(=O)c1ccc(C(=O)N(CCCN(C)C)c2nc3ccc(Br)cc3s2)cc1 (centres undefined)	-12	-26	-3	-4.8	0	30	8	-8	1	16
CCOC(=O)N1CCC(NS(=O)(=O)c2ccc3c(c2)C(C)(C)C(=O)N3C)CC1	1	0	2	0.3	-7	4	28	-18	-3	0
CCC(CC)C(=O)Nc1c2cnn(-c3ccccc3)c2nc(=O)n1-c1ccccc1	7	4	-2	1.5	1	0	38	-7	4	8

Quoted from the listing:
BoNT-A LC inh2 with CCC(CC)C(=O)Nc1c2cnn(-c3ccccc3)c2nc(=O)n1-c1ccccc1 is entered as 1.5
SSB-PriA inh with COc1ccc(Cl)cc1C(=O)N1CCN(Cc2ccc3c(c2)OCO3)CC1 is entered as 5
VHR inh abs with CCOc1cc(NC(=S)NCc2ccco2)c(OCC)cc1NC(=O)c1ccco1 is entered as 21

(continued)
SMILES	PrPC surface inh	MazEF act	Anthrax LF prot	BoNT-A LC inh2	Rv3671c inh	SSB-PriA inh	VHR inh abs	BoNT F protease	SARS 3CLpro inh	CCHFV vOTU inh
Cc1cc2cc(CN(Cc3cccs3)Cc3nnnn3CC3CCCO3)c(=O)[nH]c2cc1C (centres undefined)	-2	0	-8	-2.5	-2	-13	27	-14	4	17
Cc1nc(NCc2ccco2)c(C#N)c2c1COC(C)(C)C2	6	1	-7	-0.2	4	-10	12	3	-2	5
CCN1CCc2nc3sc(C(=O)Nc4cccnc4Cl)c(N)c3cc2C1	-35	6	-6	3.9	-3	14	-2	-48	-9	-4
Cc1c(NC(=O)C(=O)/C=C(/O)c2ccccc2)c(=O)n(-c2ccccc2)n1C	-1	-7	-4	-0.9	-2	nt	33	-8	3	-8
CN1CCN(S(=O)(=O)c2ccc(N(C)Cc3ccc(C(F)(F)F)cc3)c([N+](=O)[O-])c2)CC1	-4	2	-8	-3.7	-2	9	nt	-6	nt	11
Cc1ccc(C(=O)NNC(=O)CSc2nnc(CNc3ccc(F)cc3)n2C)cc1	-2	nt	nt	nt	2	nt	22	nt	3	-1
O=S(=O)(c1ccccc1)N1CCN(CCO)CC1	7	6	-7	-0.9	5	-13	5	29	2	7
CC(=O)c1cccc(NC(=O)Nc2csc3c2CCCC3)c1	7	7	-5	-0.9	3	0	20	-5	1	1
Cc1cc2c(SCC(=O)NC3CCCC3)ncnc2s1	3	4	0	-1.9	-13	-5	-15	-14	-5	0
Cc1ccc(N(CC(=O)NC2CCCC2)C(=O)c2ccc(C)s2)cc1	-4	4	6	-0.9	-2	-7	-8	1	3	8
CC(=O)c1cccc(NC(=O)C2(c3ccccc3)CC2(Cl)Cl)c1 (centres undefined)	6	2	-1	-1.2	-1	-14	36	-5	3	14
COC(=O)c1cc2ccccc2oc1=O	-9	2	2	0.1	-10	-14	8	1	-2	8
O=C(Nc1ccccn1)c1onc2c1CCCC2	5	4	1	0.2	-1	-7	36	-2	0	-2
CCn1c2ccccc2c2cc(CN3CCN(Cc4cc(OC)ccc4O)CC3)ccc21	-10	4	-7	-1.6	-3	61	15	-7	-1	-5
CC[C@@H](C)[C@H](NS(=O)(=O)c1ccc(C)cc1)C(=O)N1CCC(C(=O)NCC(=O)O)CC1	6	5	-2	0.2	4	-4	1	10	-10	3
CCC(CC)CN1CCN=C1N(C)C	2	9	-3	-1.0	-11	-21	1	5	-4	4
O=C(CSc1ccc(Cl)cc1)NN=C1CCCCCC1	-1	17	-4	1.2	-6	-6	34	-5	4	-3
CCc1cc(-c2nnn(CCC3COCCO3)c2CC)cc(CC)c1-c1cn(Cc2ccccc2)nn1 (centres undefined)	15	6	-7	-0.1	nt	nt	nt	-2	nt	1
CCN1CCC(N2CCN(c3ccc(Cl)cc3)CC2)CC1	nt	11	nt	nt	8	-23	15	nt	2	nt
COCCn1c(C)cc(C(=O)COC(=O)c2cc3c(s2)CCC3)c1C	1	3	-7	-0.1	-2	-3	32	-11	-3	-9
CC(=O)c1cccc(NC(=O)CCC(=O)Oc2ccc(C)cc2)c1	1	0	-1	1.3	8	-2	6	-7	4	-17
COc1ccccc1NC(=O)CSCc1nc2ccccc2[nH]1	7	-12	0	-0.6	-9	-1	9	-13	2	-2
CCC(NC(=O)N(Cc1ccccc1)Cc1ccc2c(c1)OCO2)(C(F)(F)F)C(F)(F)F	4	-5	6	2.4	-4	-15	4	2	6	-3
COC(=O)Cc1ccc(NC(=S)N2CCN(C)CC2)cc1	5	-3	2	-0.2	5	-8	6	-3	-1	-4
COCCCNC(=O)c1ccccc1NS(=O)(=O)c1ccc(C)cc1	1	2	-4	0.2	3	-20	-10	-5	-6	2
COc1cccc(NC(=O)C(=O)NCC(c2ccco2)N2CCc3ccccc3C2)c1 (centres undefined)	3	-6	1	-1.5	-11	-11	nt	3	nt	3
CN(CC(=O)NCc1ccco1)S(=O)(=O)c1ccc2c(c1)n(C)c(=O)c(=O)n2C	-2	9	-2	-3.2	3	-11	21	-3	2	-2
COc1ccc(Nc2nc(N3CCCC3)c3ccccc3n2)cc1	24*	-5	-1	0.6	13	35*	-11	-1	-4	4
CC(NCc1ccc(S(N)(=O)=O)cc1)C(=O)N1c2ccccc2CC1C (centres undefined)	-6	8	4	0.4	1	-1	7	-4	1	-6
Cc1ccnc(NS(=O)(=O)c2ccc(NC(=O)c3ccc(S(=O)(=O)N(C)C)cc3)cc2)n1	3	2	0	0.3	-2	3	18	3	4	-13
CNC(=S)N/N=C(\C)c1ccc(C(C)(C)C)cc1	3	0	-2	0.6	-4	nt	60*	-1	1	-2
O=C(NNc1ncnc2c1cnn2-c1cccc(Cl)c1)c1ccco1	-4	1	3	-1.9	4	-9	-2	-4	-2	11
O=C(CCc1ccccc1)NC(=S)Nc1ccccc1Br	8	4	1	-0.5	-14	-16	17	-8	2	5
CC(C)[C@H](N)c1nnc2n1N=C(c1ccc(Cl)cc1)CS2	6	12	1	-5.3	4	10	9	-14	0	3
CCSc1cc(C)nc2ncnn12	9	8	-4	-0.2	5	-5	4	-1	-2	15
CN(c1ccc(C(=O)COC(=O)C2CC2)cc1)S(C)(=O)=O	3	-2	-5	-0.1	3	1	nt	-10	nt	-6
CCC(=O)NC(c1ccc(OC)cc1)c1c(O)ccc2ccccc12 (centres undefined)	15	2	1	-0.6	5	4	11	-1	-3	11
CC(C(=O)O)C(=O)O	-3	-19	-1	-2.9	-6	-2	nt	-29	nt	5
O=C(/C=C/c1ccco1)NC(=S)Nc1cc(-c2nc3ccccc3s2)ccc1Cl	8	-5	-3	-0.5	-29	13	14	-4	0	10
COc1ccccc1CNc1nc2nc3c(c(=O)n2[nH]1)CCC3	-5	-20	-8	-0.1	-49	-13	32	-5	-5	1
O=C(CN(CC1CCCO1)C(=O)CCC(=O)Nc1nccs1)NCc1ccccc1 (centres undefined)	4	-3	-2	-0.7	1	-16	3	0	3	0
CCOc1ccc(NC(=O)[C@@H]2CCC(=O)N2C2OC(=O)c3ccccc32)cc1 (some centres undefined)	1	-4	8	0.2	3	0	20	-10	3	-2
Cc1ccc(C(=O)Nc2cccc(-c3ccc(N4CCOCC4)nn3)c2)cc1[N+](=O)[O-]	-6	-6	1	1.9	-8	-1	nt	11	nt	4
CC1Cc2ccccc2N1C(=O)c1cnc2ccccn2c1=O (centres undefined)	-5	3	-2	-1.5	-3	-5	28	-5	-1	12
CCOc1cc(/C=N/NC(=O)c2ccc(O)cc2)ccc1Oc1nc(Cl)ncc1F	-10	-9	2	-0.2	-19	nt	22	0	2	-7
CC(=O)NS(=O)(=O)c1ccc(NC(=O)c2ccc(Br)o2)cc1	2	11	-2	-0.2	-11	-6	-8	-14	-2	3
Cc1cc(C)n(S(=O)(=O)c2ccc(Cl)c(Cl)c2Cl)n1	5	-5	-12	0.0	-7	-24	6	8	-1	10
Cc1ccccc1NS(=O)(=O)c1ccc(S(=O)(=O)N2CCCC2)cc1	-1	12	-3	0.4	nt	nt	nt	-2	nt	-2
Cc1ccc(F)cc1C(=O)N1CCOCC1c1cc(C(=O)Nc2ccccc2)no1 (centres undefined)	-4	nt	-4	-0.8	nt	nt	nt	-4	nt	-6
C=CCn1c(SCc2c(C(=O)OC)sc(N)c2C(=O)OC)nnc1-c1ccc(Br)cc1	-1	2	-4	1.1	-1	18	12	6	2	14
CN(CC(=O)Nc1cccc(F)c1)C(=O)c1sc2ccccc2c1Cl	-3	-4	-2	1.8	-4	-6	nt	-1	nt	1

This is a subset. The share of hits here may be higher or lower than overall.
